High-throughput results: PubChem BioAssay, Sanford-Burnham Center for Chemical Genomics
TAG inh = triacylglycerol accumulation inhibition | H9c2 cells, Nile Red lipid (TAG) fluorescence; cells loaded with 200 µM oleic acid | inhibition, % at 12.5 µM | actives 0.66% (n = 230,000) | AID 651582;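 active = pattern-corrected inhibition of lipid staining of at least 50% with the nuclear-stain viability signal not falling by more than 50%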;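 also: 0% = DMSO wells and 100% = triacsin C control wells; some results filed as inactive read as strong as hits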
TAG inh DAPI viability = recorded beside TAG inh, whose call it bears; DAPI nuclei signal change (viability), lower = more cytotoxic, %;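 whole-well DAPI fluorescence read on a plate reader as a viability signal; minus 50 percent equals half of cells still viable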
* = called active by the depositor. These rows are one share of the data; rates above refer to the full screens.

SMILES	TAG inh	TAG inh DAPI viability
CCn1c(SCC(=O)N2CCC(C)CC2)nnc1-c1ccc(S(=O)(=O)N2CCN(C)CC2)cc1	-3.8	0.5
COc1cccc2cc(C(C)N(CCCN3CCOCC3)C(=S)Nc3cccc(C)c3C)oc12 (stereo not drawn)	-21.0	13.5
CCCn1c2c(c(O)c(C(=O)Nc3ccc(OCC)cc3)c1=O)CCCC2	15.3	3.6
CC(C)(C)c1ccc(OCCNC(=S)Nc2ccccc2)cc1	-1.1	5.4
CCN1CCN(S(=O)(=O)c2ccc(Cl)c(C(=O)NCCOc3ccc(C)cc3)c2)CC1	-4.2	3.0
CCOC(=O)c1ccc(CC(=O)c2ccc(O)c(O)c2O)o1	5.8	-5.6
Cc1ccc(CNC(=O)COC(=O)c2ccc(S(=O)(=O)N3CCCC3)cc2)cc1	-0.7	2.2
COCCCNC(=S)NC(=O)c1ccc([N+](=O)[O-])cc1	2.7	7.2
O=C(CCSc1ccc(Br)cc1)Nc1cccnc1	3.0	-1.3
CCOC(=O)c1[nH]cnc1C(=O)Nc1ccc(F)cc1	5.4	4.4
CCCCN(CC)CCNC(=O)CCNC(=O)Cn1ccc2ccccc2c1=O	3.4	-8.8
CCc1csc(CNC(=O)C2CCC(=O)N(Cc3cccc(F)c3)C2)n1 (stereo not drawn)	0.6	-3.7
CCCCNC(=O)NS(=O)(=O)c1ccc(C(=O)OC(C)C)o1	-10.9	5.1
Cc1c(NS(=O)(=O)c2cc([N+](=O)[O-])ccc2Cl)c(=O)n(-c2ccccc2)n1C	-3.8	-0.7
O=C(COc1ccc2ccccc2c1)NCCNC(=O)COc1ccc2ccccc2c1	8.8	-1.2
CCOC(=O)/C(C#N)=C/c1cc(C)n(-c2ccccc2)c1C	2.4	-0.4
Cc1csc(=O)n1CC(=O)Nc1ccc(Cl)c(Cl)c1	0.7	-6.8
CCN1CCN(CC(=O)Nc2cc(F)ccc2C)CC1	11.2	-14.0
Cc1ccc(Nc2c(-c3ccccn3)nc3cc(C)ccn23)cc1	40.6	-25.8
CCC(NC(=O)c1ccccc1NC(=O)c1ccco1)C(=O)NNC(=O)c1ccncc1 (stereo not drawn)	-3.8	1.0
O=C(CNC(=O)c1ccc(Cl)cc1Cl)OCc1ccccc1	-6.7	-0.2
CN(CC(=O)Nc1ccc(F)cc1)CC(=O)Nc1ccc(Cl)c(S(=O)(=O)N2CCOCC2)c1	2.6	-3.2
COc1cc(C2CC(=O)Oc3c(C(CCN4CCCC(C)C4)c4ccc(N(C)C)cc4)c(OC)cc(OC)c32)cc(OC)c1OC (stereo not drawn)	0.8	-9.9
CCOC(=O)C1CCCN(C(=O)C(=O)Nc2ccc3nc4n(c(=O)c3c2)CCCCC4)C1 (stereo not drawn)	-3.6	6.4
COCCN1C2=C(COC(C)(C)C2)C(=S)NC1c1ccccc1 (stereo not drawn)	-8.1	5.5

Seven compounds out of the list, ordered by formula weight, low to high.
SMILES	TAG inh	TAG inh DAPI viability
CCN1CCN(CC(=O)Nc2cc(F)ccc2C)CC1	11.2	-14.0
CC(C)(C)c1ccc(OCCNC(=S)Nc2ccccc2)cc1	-1.1	5.4
COCCN1C2=C(COC(C)(C)C2)C(=S)NC1c1ccccc1 (stereo not drawn)	-8.1	5.5
Cc1ccc(CNC(=O)COC(=O)c2ccc(S(=O)(=O)N3CCCC3)cc2)cc1	-0.7	2.2
CCN1CCN(S(=O)(=O)c2ccc(Cl)c(C(=O)NCCOc3ccc(C)cc3)c2)CC1	-4.2	3.0
CCn1c(SCC(=O)N2CCC(C)CC2)nnc1-c1ccc(S(=O)(=O)N2CCN(C)CC2)cc1	-3.8	0.5
COc1cc(C2CC(=O)Oc3c(C(CCN4CCCC(C)C4)c4ccc(N(C)C)cc4)c(OC)cc(OC)c32)cc(OC)c1OC (stereo not drawn)	0.8	-9.9

Following part.
SMILES	TAG inh	TAG inh DAPI viability
O=S(=O)(N[C@H]1C[C@@H](NS(=O)(=O)OCC(Cl)(Cl)Cl)C2CCCCC21)OCC(Cl)(Cl)Cl (stereo partly drawn)	9.6	9.2
N/C(=N\OC(=O)COc1ccc(Cl)cc1Br)c1cccnc1	-8.3	-0.2
CN(CC(=O)Nc1cccc(F)c1)C(=O)c1ccc2c(c1)OCCO2	-13.2	4.8
COc1ccc(NC(=O)c2cc(-c3ccccc3)oc2C)cc1	-6.8	5.5
O=C1NC(=O)C(Cc2ccccc2)(c2ccccc2)N1 (stereo not drawn)	-5.5	-3.7
CC(NC(=S)NC(=O)c1ccccc1Br)c1ccccc1 (stereo not drawn)	-2.5	-3.5
CCOC(=O)[C@@H]1CSCCS(=O)(=O)N1Cc1ccccc1Br	-5.7	-3.3
COCc1cc(C)nc(OCC(=O)N/N=C/c2ccc(-c3cc([N+](=O)[O-])ccc3C)o2)c1C#N	-10.5	5.8
COc1ccccc1/C=C/C(=O)NC(=S)N1CCN(C)CC1	-1.4	-0.5
Cc1ccc(C2CC(c3cccs3)=NN2C(=O)CSc2nc(=O)n3ccc(C)cc3n2)cc1 (stereo not drawn)	46.6	6.9
CC(C)Oc1cccc(C(=O)Nc2ccc(NC(=O)c3ccco3)cc2)c1	23.0	-6.0
O=C1c2cc([N+](=O)[O-])ccc2-c2ncccc21	-5.1	8.2
O=[N+]([O-])c1cccc(S(=O)(=O)Nc2ccccn2)c1	-2.6	-4.8
c1ccc2c(-c3nn4nnnc4c4ccccc34)cccc2c1	-3.1	-8.8
COc1ccc(C(C)(O)c2nc(-c3cccc(C#N)c3)cs2)cc1 (stereo not drawn)	-8.8	0.6
S=C(NCCc1cccc(Cl)c1)NC1CCCCC1	0.9	3.3
O=C(CSc1ccc(Br)cc1)NCC(c1cccs1)N1CCOCC1 (stereo not drawn)	-0.9	-14.2
COc1ccc(N(CC(=O)NCc2cccs2)S(=O)(=O)c2c(C)nn(C)c2C)cc1	-11.3	5.8
COc1ccc2[nH]cc(CCNS(=O)(=O)Cc3ccccc3)c2c1	7.5	-4.6
COc1cccc(C(=O)Nc2nc3ccc(S(C)(=O)=O)cc3s2)c1	8.4	-3.7
CCCC(=O)NC(=S)Nc1c(C)cc(Br)cc1C	-59.9	-2.9
CC(=O)Nc1ccc(C(=O)CSc2nnnn2C2CCCC2)cc1	-8.4	-6.2
O=C(O)[C@H](Cc1ccccc1)NC(=O)N1CCN(c2ccccc2)CC1	-9.4	0.1
C/C(=N/NC(=O)c1cccc(N2CCCC2=O)c1)c1ccncc1	2.2	-3.1
Cc1ccccc1NC(=O)c1ccc(C)c(S(=O)(=O)N2CCN(C)CC2)c1	-10.2	3.6

Compounds shown so far that have an NH in an aromatic ring (2):
SMILES	TAG inh	TAG inh DAPI viability
CCOC(=O)c1[nH]cnc1C(=O)Nc1ccc(F)cc1	5.4	4.4
COc1ccc2[nH]cc(CCNS(=O)(=O)Cc3ccccc3)c2c1	7.5	-4.6

Returning to the listing with the 7 entries that preceded the break.
SMILES	TAG inh	TAG inh DAPI viability
COc1ccc2[nH]cc(CCNS(=O)(=O)Cc3ccccc3)c2c1	7.5	-4.6
COc1cccc(C(=O)Nc2nc3ccc(S(C)(=O)=O)cc3s2)c1	8.4	-3.7
CCCC(=O)NC(=S)Nc1c(C)cc(Br)cc1C	-59.9	-2.9
CC(=O)Nc1ccc(C(=O)CSc2nnnn2C2CCCC2)cc1	-8.4	-6.2
O=C(O)[C@H](Cc1ccccc1)NC(=O)N1CCN(c2ccccc2)CC1	-9.4	0.1
C/C(=N/NC(=O)c1cccc(N2CCCC2=O)c1)c1ccncc1	2.2	-3.1
Cc1ccccc1NC(=O)c1ccc(C)c(S(=O)(=O)N2CCN(C)CC2)c1	-10.2	3.6
CCC1(C)NC(=O)N(/N=C/c2cc(OC)c(O)c(OC)c2)C1=O (stereo not drawn)	11.4	-8.4
Cc1ccc(C2CC(c3ccc(F)cc3)Nc3nc(N)nn32)cc1 (stereo not drawn)	0.0	-0.4
O=C(CSc1nc2c(cnn2-c2ccccc2)c(=O)[nH]1)NCC1CCCO1 (stereo not drawn)	-0.6	6.1
CC(=O)N1CCc2c(sc(NC(=O)CN3C(=O)c4ccccc4C3=O)c2C(N)=O)C1	2.9	-0.5
COc1ccc(Cc2nnc(NC(=O)C(C)(C)C)s2)cc1	-10.2	10.8
O=C(CCc1ccccc1)Nc1nccs1	0.0	2.4
O=C1c2cc(O)c(O)cc2OC(c2ccc(O)c(O)c2)C1O (stereo not drawn)	-3.0	-2.1
COc1ccc(NC(=S)N2CCN(C/C=C/c3ccccc3)CC2)c(OC)c1	-1.6	-1.7
Cc1cnc(C(=O)N2CCCC(C(=O)c3ccc(C(C)(C)C)cc3)C2)cn1 (stereo not drawn)	1.5	-0.6
Cn1c(Nc2ccc(Cl)cc2F)nc2cc(-c3ccccc3)sc2c1=O	7.2	0.5
CCOc1ccc(N/C=C/C(=O)c2ccc(OC)cc2)cc1	-27.7	4.5
Cc1ccc2c(c1)C1CN(C)CCC1N2S(=O)(=O)c1ccccc1F (stereo not drawn)	6.8	9.2
O=C(N/C(=C/c1ccc(F)cc1)C(=O)N1CCOCC1)c1ccco1	6.4	-4.4
Cc1ccc(NC(=O)OCCNC(=O)c2ccncc2)cc1	6.5	-9.6
Cc1ccc(S(=O)(=O)CCC(=O)c2cccc([N+](=O)[O-])c2)cc1	0.2	1.2
COc1ccc(-c2c(C)nn3c(N)c(C#N)cnc23)cc1OC	4.6	-12.8
c1ccc(COc2ccccc2CNc2nn[nH]n2)cc1	-3.0	18.8
COc1ccc([C@H]2C[C@@H](n3cc(COC(=O)c4ccccc4)nn3)[C@H](O)CN2C(=O)C2CCCCC2)cc1	-5.9	-0.8
O=C(COC(=O)c1cc[n+]([O-])cc1)Nc1ccc([N+](=O)[O-])cc1Cl	10.3	6.4
O=C(Cc1cccc(NC(=O)C2CCCN(C(=O)CCc3ccccc3)C2)c1)Nc1ccc(C(=O)N2CCOCC2)cc1 (stereo not drawn)	25.6	-0.9
COc1ccc(CNC(=O)C2CCN(S(=O)(=O)c3ccccc3)CC2)cc1	-15.4	1.6
COc1ccc(OC)c(/C=C/C(=O)N2CCCc3ccccc32)c1	-10.6	-0.1
COc1ccc(CNC(=O)COC(=O)c2ccc(S(=O)(=O)N3CCOCC3)cc2)cc1	-9.7	-3.9
Cc1ccc(OCCCC(=O)NC2CCCCC2)cc1	2.0	-4.1
CN(C)c1nc(N(C)C)nc(N(C)C)n1	-7.5	10.7

In the list so far, these contain a cyano group:
SMILES	TAG inh	TAG inh DAPI viability
CCOC(=O)/C(C#N)=C/c1cc(C)n(-c2ccccc2)c1C	2.4	-0.4
COCc1cc(C)nc(OCC(=O)N/N=C/c2ccc(-c3cc([N+](=O)[O-])ccc3C)o2)c1C#N	-10.5	5.8
COc1ccc(C(C)(O)c2nc(-c3cccc(C#N)c3)cs2)cc1 (stereo not drawn)	-8.8	0.6
COc1ccc(-c2c(C)nn3c(N)c(C#N)cnc23)cc1OC	4.6	-12.8

Next part.
SMILES	TAG inh	TAG inh DAPI viability
CC/C(=N\OC(=O)c1ccc(OC(C)C)cc1)c1ccc(C)cc1	-119.6	-1.2
O=C(NCCCCCCNC(=O)OCc1ccccc1)OCc1ccccc1	-12.5	-2.9
COCCNC(=O)Nc1ccc2nc(C)sc2c1	24.9	-22.7
Cc1cc(NC(=O)c2cc(-c3ccc(Br)cc3)on2)no1	-13.6	-12.2
COc1cc(SC)ccc1C(=O)N1CCN(c2ccc(O)cc2)CC1	0.2	-4.5
CCOC(=O)C1CCN(C(=O)COC(=O)C23CC4CC(CC(C4)C2)C3)CC1	-1.1	2.9
Nn1c(SCC(=O)Nc2ccc(S(=O)(=O)N3CCCC3)cc2)nnc1C(F)(F)F	-4.6	7.0
CC(/C=C/c1ccc(C)o1)=C\C(=O)O	5.8	0.9
CCCc1nnc(NC(=O)CCC(=O)N2CCN(S(=O)(=O)c3ccc(F)cc3)CC2)s1	4.7	-0.4
CCOc1ccc(S(=O)(=O)N2CCN(C(=O)c3ccncc3)CC2)cc1	-2.7	-3.5
CCOC(=O)c1c(C)[nH]c(N=Nc2ccccc2)c1C	14.7	-11.8
NN=C1c2ccccc2-c2ccc(N)cc21	-10.6	9.5
CCn1c(=O)cc(OCC(=O)Nc2nc(C)cs2)c2ccccc21	11.4	-5.7
CCN(CC)c1ccc(N=Cc2cc(Br)ccc2O)cc1	12.1	-2.4
NC(=O)C(c1ccccc1)c1ncc(C(F)(F)F)cc1Cl (stereo not drawn)	-10.3	-2.5
Nc1nc(=S)c2[nH]c(=S)[nH]c2[nH]1	-4.2	1.4
CCOc1ccccc1NC(=O)c1cc(S(=O)(=O)N2CCN(CC)CC2)ccc1Cl	-55.2	1.3
Cc1ccc(-n2c(Cn3ncc4ccccc4c3=O)n[nH]c2=S)cc1	-9.8	7.9
